High-throughput results from PubChem BioAssay.
MrgX1 antag – antagonists of human MrgX1 receptor, primary screen, HEK293 cells, Fluo-4 calcium flux. Mas-related G-protein coupled receptor member X1 (Homo sapiens), Q96LB2. BAM8-22 antagonism; active compounds read low. B-score at 10 µM. hit rate 1.3% among 310,000;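 active = calcium-response B-score plate-corrected more than 3 library SD below zero, starting fluorescence within 5 deviations, no agonist response on first addition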;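 note: peak minus trough fluorescence over baseline after final BAM8-22 challenge near maximal dose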
Target sequence (Q96LB2 whole entry, looked up): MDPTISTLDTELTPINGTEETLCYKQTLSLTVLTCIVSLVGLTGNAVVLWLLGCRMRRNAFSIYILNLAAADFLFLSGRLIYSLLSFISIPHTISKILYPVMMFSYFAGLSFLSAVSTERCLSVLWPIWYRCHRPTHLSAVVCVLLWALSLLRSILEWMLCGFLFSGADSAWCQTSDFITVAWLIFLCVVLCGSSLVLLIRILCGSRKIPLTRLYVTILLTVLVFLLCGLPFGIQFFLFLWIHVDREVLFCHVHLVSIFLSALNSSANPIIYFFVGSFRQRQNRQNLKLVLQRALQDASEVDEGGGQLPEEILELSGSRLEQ
MrgX1 allo act – positive allosteric modulators of MrgX1, primary screen, HEK293 cells, Fluo-4 calcium flux. FDSS; active compounds read high. hit rate 0.63% among 310,000. B-score at 10 µM. Mas-related G-protein coupled receptor member X1 (Homo sapiens), Q96LB2;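 active = plate-corrected calcium response at least 3 library SD above typical, normal starting fluorescence, not activating the receptor alone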;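 note: compound read alongside a low EC10 to EC30 dose of BAM8-22 agonist; peak minus trough fluorescence over baseline measured at the second addition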
MrgX1 ag – agonists of human MrgX1 receptor, primary screen, HEK293 cells, Fluo-4 calcium flux; Mas-related G-protein coupled receptor member X1 (Homo sapiens), Q96LB2; Fluo-4 calcium fluorescence, agonist mode; active compounds read high; B-score at 10 µM; hit rate 0.44% among 310,000;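 active = calcium response B-score plate-corrected fluorescence ratio at least 3 library SD, with starting fluorescence B-score inside 5 SD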
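Assay system: stable human MrgX1 HEK293 cell line. Quantity: 15,000 cells per well. Schedule: cells plated overnight, dye loaded 0.5 h 37 °C, 0.5 h room temperature. Detection: Fluo-4 NW calcium-flux fluorescence, kinetic read. Read-out basis: peak-minus-minimum fluorescence over baseline, converted to B scores. Control set: positive and negative control wells on each plate.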
An asterisk follows results filed as active; i = inactive.

compound | MrgX1 ag | MrgX1 allo act | MrgX1 antag
O=C(Nc1ccc2c(c1)OCO2)[C@@H]1CCCN1S(=O)(=O)c1cccc2cccnc12 | i | i | i
CC(=O)c1cccc(NC(=O)CCS(=O)(=O)c2cccc3nonc23)c1 | i | i | i
COc1cc([C@@H]2CC=C(C(=O)O)[C@H](c3ccccc3)N2S(=O)(=O)c2ccc(C)cc2)cc(OC)c1OC | i | i | i
C#CCOCCOCCOCCNc1nc(N2CCN(C(=O)[C@H]([C@@H](C)CC)n3cc(CCCCN)nn3)CC2)nc(N2CCN(C(=O)[C@H]([C@@H](C)CC)n3cc(CCCN=C(N)N)nn3)CC2)n1 | i | i | i
c1ccc(NC2=NCCN2CCCC2CCCC2)cc1 | i | i | i
CCOC(=O)[C@H]1[C@H]2COc3ccc(Cl)cc3[C@@H]2N2C(=O)c3ccc(F)cc3NC(=O)[C@@]12C | i | i | i
CCCC(=O)Nc1nnc(Cc2ccccc2)s1 | i | i | i
CC(C)C(C(=O)O)N1C(=O)/C(=C/c2cccn2C)SC1=S (stereo not drawn) | i | i | i
C#CCOCCOCCOCCNc1nc(N2CCN(C(=O)[C@H]([C@@H](C)CC)n3cc(CCCCN)nn3)CC2)nc(N2CCN(C(=O)[C@H](C)n3cc(CCCN=C(N)N)nn3)CC2)n1 | i | i | i
CCC(=O)OCC(=O)[C@@]1(OC(=O)CC)[C@@H](C)C[C@H]2[C@@H]3CCC4=CC(=O)C=C[C@]4(C)[C@@]3(Cl)[C@@H](O)C[C@@]21C | i | i | i
O=C(CCC(=O)Nc1ccc(Cl)cc1Cl)NNC(=O)[C@@H]1CCCC[C@@H]1C(=O)O | i | i | i
O=C(NCc1ccccc1)NC1(C(=O)N2CCCC2)CCCCC1 | i | i | i
O=C(O)/C=C/C(O)c1ccc(Cl)cc1 (stereo not drawn) | i | i | i
CCC(C)(C)C1CCc2[nH]nc(C(=O)NCC3CC3)c2C1 (stereo not drawn) | i | i | i
CCCC(=O)Nc1nc(-c2ccc3c(c2)OCCO3)cs1 | i | i | i
COCCN(CCOC)S(=O)(=O)c1ccc(C(=O)Nc2nc(-c3ccncc3)cs2)cc1 | i | i | i
CCCCCCCCCCCCCCCC(=O)OC(CC(=O)O)C[N+](C)(C)C (stereo not drawn) | i | i | i
COC(=O)[C@@]12CCCCN1[C@H](c1ccc(-c3ccc(OC)cc3)c(OC)c1)[C@@H]1C(=O)N(C)C(=O)[C@@H]12 | i | i | i
CN(C)C(C)(C)C#CCCCCC#CC(C)(C)N(C)C | i | i | i
O=C(Cn1cnc2c(cnn2-c2ccccc2)c1=O)N1CCOCC1 | i | i | i
CCOC(=O)C1=C(N)N2C(=O)C(C)SC2=C(C(=O)OC)C1c1ccccc1OC (stereo not drawn) | i | i | i
c1cncc(Oc2cccc(Oc3cccnc3)c2)c1 | i | i | i
COC(=O)c1cnc2c(C(F)(F)F)cccc2c1OC | i | i | i
O=C1CC(c2ccccc2)CC2=C1CN(C1CCCCC1)CN2 (stereo not drawn) | i | i | i
Nc1cc(C(Cl)=C(Cl)Cl)c(S(N)(=O)=O)cc1S(N)(=O)=O | i | i | i
Nc1cc(C(=O)O)ccc1Nc1ccc(F)c(F)c1 | i | i | i
Cc1cc(-c2ccc(N=Nc3c(S(=O)(=O)O)cc4cc(S(=O)(=O)O)cc(N)c4c3O)c(C)c2)ccc1N=Nc1c(S(=O)(=O)O)cc2cc(S(=O)(=O)O)cc(N)c2c1O | i | i | i
O=C(OCc1nnn(Cc2ccccc2)c1-c1c(COC(=O)c2ccccc2)nnn1Cc1ccccc1)c1ccccc1 | i | i | i
Cc1cc(NC(=O)CCS(=O)(=O)c2nc(-c3ccccc3)cc(C(F)(F)F)n2)no1 | i | i | i
CCC(/C=C1\Sc2ccc(OC)cc2N1CCO)=C\c1sc2ccc(OC)cc2[n+]1CCO | i | i | i
CCOc1ccc(-c2nc(N)nc(C)c2-c2ccc(OC)c(OC)c2)c(O)c1 | i | i | i
COC(=O)C1CCN(c2cc(=O)n(-c3ccccc3Cl)c(=O)[nH]2)CC1 | i | i | i
Cc1c(Cl)c([N+](=O)[O-])nn1Cc1ccc(C(=O)N/N=C\c2ccccn2)o1 | i | i | i
COc1cc2c(cc1OC)C(c1cc3cc(OC)c(OC)cc3[nH]c1=O)N(C(=O)C1CC1)CC2 (stereo not drawn) | i | i | i
CCOC(=O)c1cccc(NC(=O)CSc2nc3ccccc3c(=O)n2CCOC)c1 | i | i | i
CCOc1cccc(C(=O)Nc2nnc(-c3ccco3)s2)c1 | i | i | i
Cc1ccc(C(C)C)c(OCC(=O)Nc2ccc(N3CCN(S(C)(=O)=O)CC3)cc2)c1 | i | i | i
CCn1c(SCC(=O)NCc2ccco2)nnc1-c1cccs1 | i | i | i
CC(=O)Oc1ccc2c(c1)Oc1cc(OC(C)=O)ccc1C21OC(=O)c2ccccc21 | i | i | i
COc1ccc(C(=O)OCCN2CCOCC2)cc1OC | i | i | i
O=C1CCc2cc(S(=O)(=O)NC(C(=O)NCc3cccnc3)c3ccccc3)ccc2N1 (stereo not drawn) | i | i | i
CC(NC(=O)Nc1ccccc1)C(c1cccs1)N1CCN(c2ccccc2)CC1 (stereo not drawn) | i | i | i
Cc1nc(S/C(=C\c2ccc(OCc3ccccc3Cl)cc2)C(=O)O)n[nH]1 | i | i | i
c1csc(-c2nc3ccccc3[nH]2)c1 | i | i | i
O=C(Nc1cccc(C2=NCCN2)c1)Nc1cccc(C2=NCCN2)c1 | i | i | i
CCOC(=O)[C@H]1[C@H]2COc3ccc(Br)cc3[C@@H]2N2C(=O)c3ccc(F)cc3NC(=O)[C@@]12C | i | i | i
CCOc1ccc(-n2cc(C(=O)N3CCCCCC3)c3cc(OC)c(OC)cc3c2=O)cc1 | i | i | i
O=C(c1ccco1)[C@@H]1[C@@H]2C(=O)N(c3ccc(F)cc3)C(=O)[C@@H]2[C@H]2C=Cc3ccccc3N21 | i | i | i
COc1ccc(/C=C2\C(=O)N(c3c(Cl)cc(Cl)cc3Cl)N=C2NC(=O)c2cccc([N+](=O)[O-])c2)cc1 | i | i | i
CCN(C(=O)c1cn(C)c(=O)c2cc(OC)c(OC)cc12)c1ccccc1C | i | i | i
Cc1cccc(NC2=C/C(=N/S(=O)(=O)c3cccs3)c3ccccc3C2=O)c1 | i | i | i
COc1ccc(S(=O)(=O)N2CCCCCC2)cc1C(=O)OCc1c(C)noc1C | i | i | i
O=C(NCC1COc2ccccc2O1)C1CCC(CNc2c(N3CCCCC3)c(=O)c2=O)CC1 (stereo not drawn) | i | i | i
COCCN=c1scc(-c2ccco2)n1/N=C/c1ccc(O)c(O)c1O | i | i | i
CC1(C)C(C=C(Cl)Cl)C1C(=O)Nc1ccc([N+](=O)[O-])cc1 (stereo not drawn) | i | i | i
O=C(OCC1O[C@@H](OC(=O)c2cc(O)c(O)c(O)c2)[C@@H](OC(=O)c2cc(O)c(O)c(O)c2)[C@@H](OC(=O)c2cc(O)c(O)c(O)c2)[C@@H]1OC(=O)c1cc(O)c(O)c(O)c1)c1cc(O)c(O)c(O)c1 (stereo partly drawn) | i | i | i

Going on with the list.
compound | MrgX1 ag | MrgX1 allo act | MrgX1 antag
CN1CCN(C(=O)C(Cc2ccccc2)NS(=O)(=O)c2ccc3c(c2)CCC(=O)N3)CC1 (stereo not drawn) | i | i | i
C#CCOCCOCCOCCNc1nc(N2CCN(C(=O)[C@H]([C@@H](C)O)n3cc(CCCCN)nn3)CC2)nc(N2CCN(C(=O)[C@H](CCCCN)n3cc(CCCC)nn3)CC2)n1 | i | i | i
O=S(=O)(c1cccc(-c2nnco2)c1)N1CCCC1 | i | i | i
CCOC(=O)Cc1csc(NC(=O)CN2C(=O)c3ccccc3S2(=O)=O)n1 | i | i | i
CCOc1cc(C2NN=C(c3ccc(C)cc3)S2)ccc1O (stereo not drawn) | i | i | i
Cn1c(=O)c2cc(S(=O)(=O)NCCC(=O)N3CC=C(c4ccccc4)CC3)ccc2n(C)c1=O | i | i | i
O=S(=O)(NC1CCCC1)c1ccc(S(=O)(=O)N2CCc3ccccc32)cc1 | i | i | i
CCCCCCC(=O)N(O)C1CC(=O)N(Cc2ccccc2)C1=O (stereo not drawn) | i | i | i
CCCCCCCC/C=C\CCCCCCCC(=O)NCCO | i | i | i
Cn1c(Cn2c(=O)sc3ccccc32)nnc1SCC(=O)Nc1cccc(Cl)c1 | i | i | i
c1ccc2c(c1)[nH]c1c(N3CCSCC3)ncnc12 | 32* | i | i
Cc1ccc(CN2C3=NCCCN3c3ccccc32)cc1 | i | i | i
Cc1cc(CNC(=O)[C@H]2C[C@@H]2[C@H](NP(=O)(c2ccccc2)c2ccccc2)c2ccccc2)nn1C | i | i | i
Cc1ccccc1OCC(=O)NCCN1CCCC1 | i | i | i
CC(C)(C)n1nc2c(c1NC(=O)c1ccc(S(=O)(=O)N3CCCCC3)cc1)CS(=O)C2 (stereo not drawn) | i | i | i
C#CCOCCOCCOCCNc1nc(N2CCOCC2)nc(N2CCN(C(=O)CCCCCCCCCCNC(=O)[C@@H](CCC(=O)O)n3cc(CCCCCN)nn3)CC2)n1 | i | i | i
O=C(CN1CCN(C(=O)c2c(F)cccc2F)CC1)Nc1ccccc1F | i | i | i
NC(=O)[C@@H]1CCCNc2c(I)cc([N+](=O)[O-])cc2C(=O)N[C@@H](CCC(=O)O)C(=O)N[C@@H](CO)C(=O)N1 | i | i | i
COc1ccccc1C1C=C(c2ccc(Cl)cc2)Nc2nc(N3C(=O)CCC3=O)nn21 (stereo not drawn) | i | i | i
C[S+](CC[C@H](N)C(=O)O)C[C@H]1O[C@@H](n2cnc3c(N)ncnc32)[C@H](O)[C@@H]1O (stereo partly drawn) | i | i | i
COc1cccc(C(O)c2cnc(C(C)C)n2C)c1OC (stereo not drawn) | i | i | i
C#CCOCCOCCOCCNc1nc(N2CCN(C(=O)CCCCCCCCCCNC(=O)Cn3cc(CCCCCN)nn3)CC2)nc(N2CCN(C(=O)CCCCCCCCCCNC(=O)[C@@H](CCSC)n3cc(CCO)nn3)CC2)n1 | i | i | i
O=C(C1CCN(S(=O)(=O)c2cnc[nH]2)CC1)N1CCN(Cc2ccc3c(c2)OCO3)CC1 | i | i | -6*
CCCS(=O)(=O)N1CCC(C(=O)NCc2ccccc2Cl)CC1 | i | i | i
Cc1ccc([C@@H]2CC=C(C(=O)O)CN2S(=O)(=O)c2ccccc2C)cc1 | i | i | i
O=C(Nc1cccc(Cl)c1)c1ccccc1 | i | i | i
CCOC(=O)N1CCC(NC(=O)c2ccc3c(Cl)c4c(nc3c2)CCCC4)CC1 | i | i | i
Nc1ccc2ncccc2c1N | i | i | i
OCC[C@H]1C[C@@H](O)[C@H](O)[C@@]2(Cc3ccccc3CCO2)O1 | i | i | i
COCCNS(=O)(=O)c1ccc(-c2ccc(S(=O)(=O)NCCOC)cc2)cc1 | i | i | i
OCC[C@H]1C[C@H](O)[C@@H](O)[C@]2(Cc3ccccc3O2)O1 | i | i | i
Cc1ccc2nc(N3CC(=O)Nc4ccccc43)nc(-c3ccccc3)c2c1 | i | i | i
NCCCCC(=O)O | i | i | i
CC(=O)c1cccc(NC(=O)N2CCCC2C(=O)Nc2cccc(C)c2C)c1 (stereo not drawn) | i | i | i
COc1ccc(OC)c(NC(=O)CSc2nnc(Cn3c(=O)sc4ccccc43)n2C)c1 | i | i | i
Cc1ccc(S(=O)(=O)N[C@@H](Cc2ccccc2)C(=O)CCl)cc1 | i | i | i
CC(CNC1CCCCC1)OC(=O)c1ccccc1 (stereo not drawn) | i | i | i
CCOC(=O)Cc1csc(NC(=O)CN(C)S(=O)(=O)c2ccc3c(c2)CCC(=O)N3)n1 | i | i | i
COc1ccc(Cc2nc(-c3ccc(Br)cc3)no2)cc1 | i | i | i

This is a subset, so the mix of outcomes need not match the whole.
